ULK1 primary = inhibitors of human ULK1 kinase. 30,000 compounds, 1.9% hits. AlphaScreen Atg13 phosphorylation by ULK1, luminescence. inhibition, % at 5.96 µM. O75385; in the data active means inhibition above about 43%;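 further: 0% = median of compound wells and 100% = no enzyme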
ASK1 inh = human ASK1 kinase inhibition, primary screen; Q99683; AlphaScreen MKK6 phosphorylation by ASK1, luminescence; inhibition, % at 7.44 µM; 22,000 compounds, 0.99% hits; AID 1159602; in the data active means inhibition above about 35%;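 further: 0% = median of compound wells and 100% = no enzyme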
Target sequence (Q99683 whole entry, looked up): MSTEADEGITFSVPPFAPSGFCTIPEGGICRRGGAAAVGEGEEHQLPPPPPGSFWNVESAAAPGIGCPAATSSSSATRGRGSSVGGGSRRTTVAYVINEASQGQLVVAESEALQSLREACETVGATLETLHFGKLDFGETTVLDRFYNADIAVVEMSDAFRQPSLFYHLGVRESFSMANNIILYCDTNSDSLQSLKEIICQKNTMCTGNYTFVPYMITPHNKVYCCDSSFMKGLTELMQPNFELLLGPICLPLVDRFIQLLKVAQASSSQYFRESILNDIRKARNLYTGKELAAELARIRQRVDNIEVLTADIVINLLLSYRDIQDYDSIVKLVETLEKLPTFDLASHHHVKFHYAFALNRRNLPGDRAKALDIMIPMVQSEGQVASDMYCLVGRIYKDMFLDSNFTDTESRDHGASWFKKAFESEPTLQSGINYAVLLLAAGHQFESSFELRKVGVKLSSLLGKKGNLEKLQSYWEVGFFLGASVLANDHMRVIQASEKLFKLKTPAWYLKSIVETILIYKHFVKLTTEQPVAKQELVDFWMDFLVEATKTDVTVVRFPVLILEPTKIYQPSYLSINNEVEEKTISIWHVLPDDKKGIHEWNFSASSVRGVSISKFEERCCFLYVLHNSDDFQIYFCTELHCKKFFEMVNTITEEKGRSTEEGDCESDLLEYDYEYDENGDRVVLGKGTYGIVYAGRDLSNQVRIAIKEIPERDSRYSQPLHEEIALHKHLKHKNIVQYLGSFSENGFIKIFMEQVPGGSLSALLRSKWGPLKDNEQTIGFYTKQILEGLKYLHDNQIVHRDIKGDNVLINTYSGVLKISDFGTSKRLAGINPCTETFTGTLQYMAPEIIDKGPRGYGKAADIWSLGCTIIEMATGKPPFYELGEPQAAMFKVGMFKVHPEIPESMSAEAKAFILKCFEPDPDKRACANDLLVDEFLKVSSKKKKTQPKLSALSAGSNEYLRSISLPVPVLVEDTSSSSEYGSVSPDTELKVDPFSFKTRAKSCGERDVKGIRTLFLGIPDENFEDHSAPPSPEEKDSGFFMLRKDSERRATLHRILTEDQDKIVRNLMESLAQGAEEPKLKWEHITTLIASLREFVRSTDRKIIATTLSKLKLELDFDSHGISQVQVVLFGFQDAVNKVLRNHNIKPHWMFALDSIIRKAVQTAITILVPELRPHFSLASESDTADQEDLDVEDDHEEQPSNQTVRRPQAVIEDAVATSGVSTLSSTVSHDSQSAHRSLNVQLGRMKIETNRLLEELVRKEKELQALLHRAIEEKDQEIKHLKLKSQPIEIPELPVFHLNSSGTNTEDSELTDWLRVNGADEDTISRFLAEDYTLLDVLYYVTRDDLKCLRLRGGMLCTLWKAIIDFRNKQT
Active calls of the source: *; nt = not tested or not shown; & = joins results of further samples.

ULK1 primary	ASK1 inh	structure
-6	-3	Nc1nc(Cl)cc(NCCOc2ccccc2)n1
5	-2	COc1ccc(-c2cc(C(N)=O)ccn2)cc1
6	nt	CC(C)COC(=O)OCN1C(=O)CN(CCN2CC(=O)N(COC(=O)OCC(C)C)C(=O)C2)CC1=O
-2	4	Cc1noc(C)c1-c1nc(Nc2ccc(Oc3ccccc3)cc2)c2ncn(CCN3CCCC3=O)c2n1
23	30	COc1cc(Nc2nc(NCc3ccc4c(c3)OCO4)ncc2C)cc(OC)c1OC
-17	8	COc1ccc2c(c1)CC(C(=O)Nc1ccc(-c3cn[nH]n3)cc1)CO2 (stereo unspecified)
6	nt	COc1ccc(C(=O)Nc2ccc(-c3cn4ccc(C)nc4n3)cc2)cc1
9	nt	COc1ccc(NC(=O)/C(C#N)=C/C=C/c2ccco2)cc1
12	-19	Cn1c(Nc2cc(NC3CCN(Cc4ccccc4)CC3)ncn2)nc2ccccc21
-18	73*	Cc1cc(Nc2ccc3c(c2)OCO3)nc(Nc2ccc(N3CCOCC3)cc2)n1
18	2	O=C(Nc1ccc2c(c1)OCO2)c1ccc2nc(NCc3cccnc3)sc2c1
-1	nt	COc1ccc(-c2cnc(Oc3cc(OC)cc(OC)c3)nc2)cc1
2	-15	CC(C)n1cnc2c(Nc3ccc(Oc4ccccc4)cc3)nc(Nc3ccncc3)nc21
0	nt	COC(=O)[C@H]1[C@H]2C[C@@H]3c4[nH]c5cc(OC)ccc5c4CCN3C[C@H]2C[C@@H](OC(=O)/C=C/c2cc(OC)c(OC)c(OC)c2)[C@@H]1OC
-10	-18	CCCNc1cc(C)nc(Nc2ccc3ncccc3c2)n1
-46	-26	COc1ccc2c(c1)CC(c1nc(Nc3ccc(-c4cn[nH]c4)cc3)c3cc(OC)ccc3n1)CO2 (stereo unspecified)
-6	3	c1ccc(-n2cnc3c(NCc4nc5ccccc5[nH]4)nc(N4CCOCC4)nc32)cc1
-6	-8	COc1cccc(OCc2nc(N(C)CCc3ccncc3)c3cc(-c4cn[nH]c4)ccc3n2)c1
-2	-10	COc1ccc(-c2nc3ccc(C(=O)NCc4cccc(C(F)(F)F)c4)cc3s2)cn1
19	-24	Cc1ncn(-c2ccc(Nc3cc(-c4nocc4-c4c(C)n[nH]c4C)ccn3)cc2)n1
5	4	CN1CCN(C(=O)c2ccc(-c3cc(C(=O)NC4CCN(Cc5ccccc5)CC4)ccn3)cc2)CC1
0	10	Cc1nn(C)c(C)c1-c1nc(Nc2ccccc2)c2ncn(C3CCCCC3)c2n1
5	-11	Cc1noc(C)c1-c1ncc(C(=O)NCCN2CCOCC2)s1
2	0	Cc1nn(C)c(C)c1-c1nc2ccc(C(=O)NCCN3CCOCC3)cc2s1
2	6	CN(Cc1ccccc1)C(=O)Nc1ccc(-c2cn[nH]c2)cc1
4	18	O=C(Nc1ccc(N2CCOCC2)cc1)c1cccc(N2CCCC2CO)n1 (stereo unspecified)
-1	-10	O=C(NCc1ccccc1)c1ccc2nc(Nc3ccccc3)sc2c1
-9	4	CCNc1nc(NCCCN2CCCC2=O)c2ncn(C3CCCCC3)c2n1
8	2	CC(=O)Nc1ccc(Nc2nc(-c3c(C)nn(C)c3C)ncc2C)cc1
-5	-11	O=C(NCc1cccc(C(F)(F)F)c1)c1cccc(-c2ccc(C(=O)NC3CC3)cc2)c1
11	nt	CC(C)=CCN1CCN(c2cccc(S(C)(=O)=O)c2)C1=O
9	6	O=C1CCCN1CCCNc1cc(N2CCCC2CO)ncn1 (stereo unspecified)

Laid out differently: 22 of the compounds above.
mol,ULK1 primary,ASK1 inh
Nc1nc(Cl)cc(NCCOc2ccccc2)n1,-6,-3
COc1ccc(-c2cc(C(N)=O)ccn2)cc1,5,-2
CC(C)COC(=O)OCN1C(=O)CN(CCN2CC(=O)N(COC(=O)OCC(C)C)C(=O)C2)CC1=O,6,nt
Cc1noc(C)c1-c1nc(Nc2ccc(Oc3ccccc3)cc2)c2ncn(CCN3CCCC3=O)c2n1,-2,4
COc1cc(Nc2nc(NCc3ccc4c(c3)OCO4)ncc2C)cc(OC)c1OC,23,30
COc1ccc2c(c1)CC(C(=O)Nc1ccc(-c3cn[nH]n3)cc1)CO2 (stereo unspecified),-17,8
COc1ccc(C(=O)Nc2ccc(-c3cn4ccc(C)nc4n3)cc2)cc1,6,nt
COc1ccc(NC(=O)/C(C#N)=C/C=C/c2ccco2)cc1,9,nt
Cn1c(Nc2cc(NC3CCN(Cc4ccccc4)CC3)ncn2)nc2ccccc21,12,-19
Cc1cc(Nc2ccc3c(c2)OCO3)nc(Nc2ccc(N3CCOCC3)cc2)n1,-18,73*
O=C(Nc1ccc2c(c1)OCO2)c1ccc2nc(NCc3cccnc3)sc2c1,18,2
COc1ccc(-c2cnc(Oc3cc(OC)cc(OC)c3)nc2)cc1,-1,nt
CC(C)n1cnc2c(Nc3ccc(Oc4ccccc4)cc3)nc(Nc3ccncc3)nc21,2,-15
COC(=O)[C@H]1[C@H]2C[C@@H]3c4[nH]c5cc(OC)ccc5c4CCN3C[C@H]2C[C@@H](OC(=O)/C=C/c2cc(OC)c(OC)c(OC)c2)[C@@H]1OC,0,nt
CCCNc1cc(C)nc(Nc2ccc3ncccc3c2)n1,-10,-18
COc1ccc2c(c1)CC(c1nc(Nc3ccc(-c4cn[nH]c4)cc3)c3cc(OC)ccc3n1)CO2 (stereo unspecified),-46,-26
c1ccc(-n2cnc3c(NCc4nc5ccccc5[nH]4)nc(N4CCOCC4)nc32)cc1,-6,3
COc1cccc(OCc2nc(N(C)CCc3ccncc3)c3cc(-c4cn[nH]c4)ccc3n2)c1,-6,-8
COc1ccc(-c2nc3ccc(C(=O)NCc4cccc(C(F)(F)F)c4)cc3s2)cn1,-2,-10
Cc1ncn(-c2ccc(Nc3cc(-c4nocc4-c4c(C)n[nH]c4C)ccn3)cc2)n1,19,-24
CN1CCN(C(=O)c2ccc(-c3cc(C(=O)NC4CCN(Cc5ccccc5)CC4)ccn3)cc2)CC1,5,4
Cc1nn(C)c(C)c1-c1nc(Nc2ccccc2)c2ncn(C3CCCCC3)c2n1,0,10

Carrying on.
ULK1 primary	ASK1 inh	structure
3	3	COc1ccc(CCNC(=O)c2cnc(Nc3cc(OC)c(OC)c(OC)c3)s2)cc1
1	5	COc1ccc(CCNC(=O)c2ccnc(Nc3ccncn3)c2)cc1
7	3	FC(F)(F)c1ccc(Cn2cnc3c(NC4CCN(Cc5ccccc5)CC4)nc(N4CCc5ccccc5C4)nc32)cc1
8	28	COc1cc(Nc2nc(Nc3ccnn3C)nc3c2ncn3-c2ccsc2)cc(OC)c1OC
-11	-4	COc1ccc(CCNc2ccnc(NCc3ccc4c(c3)OCO4)n2)cc1
-5	-13	Fc1cc(-c2ccnc(Nc3ccc(-n4cnc(-c5ccc(C(F)(F)F)cn5)n4)cc3)n2)cc(N2CCOCC2)c1
5	-14	CC(C)n1cnc2c(NCCCN3CCCC3=O)nc(N3CCc4ccccc4C3)nc21
12	-17	O=C(NC1CC1)c1cccc(N2CCc3ccccc3C2)n1
50*	-6	CNS(=O)(=O)c1ccccc1Nc1cc(Nc2ccc(N3CCCC3=O)cc2)ncc1C(F)(F)F
-2	3	COc1ccc(CCNc2nc(-c3ccc(C(=O)NC4CC4)cc3)nc3nc[nH]c23)cc1
5	nt	OC(CN1CCC(Cc2ccc(F)cc2)CC1)c1ccc(Cl)cc1 (stereo unspecified)
-7	6	O=C1CCCN1CCn1cnc2c(NCc3cccc(C(F)(F)F)c3)nc(Nc3ccncn3)nc21
-22	-11	CCCn1cc(NC(=O)c2cnc(-c3ccccc3O)s2)cn1
-11	nt	c1ccc(-c2cc(N3CCN(c4ccccn4)CC3)nc(-c3cccnc3)n2)cc1
-4	3	CC(C)n1c(N2CCOCC2)nc2c(NC3CC3)ncnc21
-26	3	CC(C)n1cnc2c(NCc3cccc(C(F)(F)F)c3)nc(-c3ccc(C(=O)N4CCN(C)CC4)cc3)nc21
-16	nt	CN(C)c1ccc(/C=C(/NC(=O)c2ccccc2)C(=O)N2CCOCC2)cc1
3&4	7&-13	Clc1cc(NCc2ccccc2)ncn1
5	nt	CC(C)(C)NC(=O)c1cccc(Oc2ncc(Cl)cn2)c1
8	-8	COc1ccc(CCNc2nc(-c3c(C)nn(C)c3C)ncc2C)cc1
37	-2	O=C(NCc1nc2ccccc2[nH]1)c1cnc(Nc2ncccn2)s1
-7	-3	CC(C)n1cnc2c(NCc3cccc(C(F)(F)F)c3)nc(Nc3cccnc3)nc21
-9	nt	N#CCCC1CCCC/C1=N\NC(=O)CSCc1ccccc1Cl (stereo unspecified)
-42	-20	FC(F)(F)c1ccc(Cn2cnc3c(NCc4cccnc4)nc(-c4csc5ccccc45)nc32)cc1
-12	nt	Fc1ccccc1-c1cc(NCCCn2ccnc2)nc(-c2ccncc2)n1
5	4	CC(=O)Nc1ccc(Nc2cc(Nc3ccncn3)nc(N)n2)cc1
14	nt	OC(COc1ccccc1)CN1CCC(c2nc(-c3cccnc3)no2)CC1 (stereo unspecified)
-7	-1	CCN(Cc1cccc(OC)c1)C(=O)Nc1ccc(-c2cn[nH]c2)cc1OC
3	4	O=C(Nc1ccc2c(c1)OCO2)c1ccc2nc(NCCN3CCOCC3)sc2c1
0	2	O=C(NCc1cccc(C(F)(F)F)c1)c1ccc2nc(NCCN3CCOCC3)sc2c1
55*	nt	O=C(/C=C/c1ccccc1)c1cccc(N2C(=O)C=CC2=O)c1
5	11	COc1cc2nc(NC3CCC(O)CC3)nc(Nc3ccc(N4CCOCC4)cc3)c2cc1OC (stereo unspecified)
6	0	c1cncc(CNc2nccc(Nc3ccc4c(c3)OCO4)n2)c1
6	-11	CC(C)N(CCNc1nc(NCCN2CCOCC2)nc2nc[nH]c12)C(C)C
-1	-17	CC(C)N(CCNc1nc(N2CCN(c3ccccn3)CC2)nc2nc[nH]c12)C(C)C
-4	-12	OCCNc1nc(-c2csc3ccccc23)nc2c1ncn2Cc1ccc(C(F)(F)F)cc1
-11	-27	CCCNC(=O)c1ccc2nc(NC3CCC(O)CC3)sc2c1 (stereo unspecified)
-11	-17	CCCNC(=O)c1ccc2nc(-c3cccc(N)c3)sc2c1
-7	nt	COCCNc1ncc(-c2cc3ccccc3s2)cn1
37	0	CC(C)n1cnc2c(NC3CC3)nc(Nc3ccc4ncccc4c3)nc21
1	26	COc1cc2nc(Nc3nccc4ccccc34)nc(Nc3cc(OC)c(OC)c(OC)c3)c2cc1OC
-5	nt	CCOC(=O)Cc1nnc2c(Nc3cc(C)ccc3C)nc3nonc3n12
-5	41*	Cc1cc(Nc2ccc(N3CCOCC3)cc2)nc(Nc2cccc(N(C)C)c2)n1
3	2	COc1ccc(-c2cccc(C(=O)NCCN3CCOCC3)n2)cn1
-11	2	CC(=O)c1cccc(-c2nc(C(=O)NCc3nc4ccccc4[nH]3)cs2)c1
-8	nt	CC(=O)c1ccc(NC(=O)Cc2ccc(Cl)s2)cc1
11	-2	O=C(NCCc1ccc(O)cc1)c1ccc2nc(Nc3ccncn3)sc2c1
-6	-19	O=C1CCCN1CCn1cnc2c(NCc3cccc(C(F)(F)F)c3)nc(Nc3nccc4ccccc34)nc21
1	-5	CCN(CC)C(=O)C1CCCN(c2nc3ncnc(NCCCN4CCCC4=O)c3[nH]2)C1 (stereo unspecified)
3	0	CC(C)n1c(N2CCC(N3CCOCC3)CC2)nc2c(N)ncnc21
30	28	Cc1cnc(Nc2ccccc2)nc1Nc1ccc(N2CCOCC2)cc1
-3	2	COc1ccc(-c2nc3ncnc(NCCOc4ccccc4)c3[nH]2)cc1
18	0	O=C(NCCO)c1cnc(Nc2ccc3ncccc3c2)s1
-1	9	CN1CCN(CCNC(=O)c2ccnc(-n3ncc4cc(Nc5ccccc5C#N)ccc43)c2)CC1
-10	16	Cc1ccc2c(c1)CC(c1nc3ccc(-c4ccncc4)cc3[nH]1)CO2 (stereo unspecified)
-5	-2	CC(C)n1c(Nc2ccncc2)nc2c(Nc3ccccc3)ncnc21

Other results follow.
ULK1 primary	ASK1 inh	structure
1	-2	Nc1nc(NC2CCN(Cc3ccccc3)CC2)cc(N2CCN(Cc3ccc4c(c3)OCO4)CC2)n1
6	-21	O=C([C@@H](O)c1ccc(Br)cc1)N1CCC(Nc2ccc3[nH]ncc3c2)CC1
-15	-4	CC(C)N(CCNc1nc(Nc2nccc3ccccc23)nc2c1ncn2Cc1ccc(C(F)(F)F)cc1)C(C)C
3	nt	CC(C)(C)C(=O)C(Oc1ccc(Cl)cc1)n1ccnc1 (stereo unspecified)
1	-30	Cn1cc(-c2ccncc2)cc(NC(=O)C2Cc3c(ccc4ccccc34)O2)c1=O (stereo unspecified)
0	-5	COc1cc(Nc2nc(C)cc(NCCO)n2)cc(OC)c1OC
-2	10	Oc1ccc(CCNc2ncnc3nc(Nc4ccccc4)[nH]c23)cc1
9	-9	COc1ccc(CCNC(=O)c2ccnc(Nc3ccc(-n4ccnc4)cc3)c2)cc1
4	nt	Cc1nc(NC2CC2)cc(-c2cncc(-c3cc4ccccc4s3)c2)n1
-2	-7	O=C(Nc1ccccc1)c1ccnc(-c2ccccc2)c1
-23	-47	Cc1cnc(Nc2nccc3ccccc23)nc1NCc1cccc(C(F)(F)F)c1
1	-11	COc1cc(Nc2cc(C)nc(NC3CCC(O)CC3)n2)cc(OC)c1OC (stereo unspecified)
17	nt	Cc1ccsc1C(=CCCN1CCC[C@@H](C(=O)O)C1)c1sccc1C
10	37*	Fc1ccc(-c2c(-c3ccnc(Nc4ccc(N5CCOCC5)cc4)c3)noc2NCc2ccccc2)cc1
10	nt	c1ccc(-c2nc(-c3cccnc3)cc(N3CCC4(CC3)OCCO4)n2)nc1
13	6	O=C(NCC(O)c1ccc(Br)cc1)c1cn(-c2ccncc2)nn1 (stereo unspecified)
-9	-18	COc1nc(NCCN(C(C)C)C(C)C)nc(Nc2ccccn2)n1
35	-9	c1ccc(Nc2nc(Nc3ccncc3)nc3c2ncn3-c2ccsc2)cc1
-7	10	CC(C)n1cnc2c(NCc3ccccc3)nc(-c3ccc(N4CCOCC4)nc3)nc21
4	11	CC(=O)Nc1ccc(NC(=O)c2csc(-c3c(C)nn(C)c3C)n2)cc1
23	-16	CC(=O)Nc1ccc(Nc2nc(-c3c(C)noc3C)nc3c2ncn3C(C)C)cc1
-31	nt	COc1cc(OC)nc(N2CCC(c3c[nH]c4ccccc34)CC2)n1

Source: PubChem (The Scripps Research Institute Molecular Screening Center)
